influenza NS1A = H1N1 influenza NS1A inhibitors, functional cell based assay (AID 504329) | NS1A functional cell-based assay, percent inhibition; higher % means a stronger effect | inhibition, % at 12.5 µM; hits with a dose series show IC50 in µM | 340,000 compounds, 0.3% hits; in the data active = a potency from the dose series; inconclusive = inhibition above about 27% without an active follow-up result; note: strong numbers were not always called active
M. tuberculosis HTS = M. tuberculosis growth inhibition, HTS (AID 449762) | M. tuberculosis H37Rv growth inhibition, 7H9 media; higher % means a stronger effect | inhibition, % at 25 µM; hits with a dose series show IC50 in µM | 330,000 compounds, 0.59% hits; in the data active = a potency from the dose series; inconclusive = inhibition above about 70% without an active follow-up result;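 note: bacterial growth assessed after seven days of incubation; strong numbers were not always called active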
inhibitors of VEEV = inhibitors of VEEV TC-83 cytopathic effect, confirmation, Vero cells (AID 588727); Vero cells, VEEV TC-83 cytopathic effect inhibition; higher % means a stronger effect; inhibition, % at 20 µM, or IC50 in µM where a hit was titrated; 350,000 compounds, 0.13% hits; in the data active = a potency from the dose series; inconclusive = inhibition mostly from about 14% at the one dose, without a potency; inactive = the rest, 99 in 100 with inhibition below about 12%; note: strong numbers were not always called active
PhoP GFP inhibition = Inhibition of PhoP regulon, Salmonella typhi GFP reporter cells, confirmation, 4 h (AID 1850); Salmonella Typhi PhoP-promoter GFP reporter, fluorescence, 4 h; higher % means a stronger effect; 310,000 compounds, 0.33% hits; inhibition, % at 50 µM, or IC50 in µM where a hit was titrated; in the data active = a potency from the dose series; inconclusive = inhibition mostly from about 25% at the one dose, without a potency; inactive = the rest, 99 in 100 with inhibition below about 19%;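 note: 0% = induced wells with vehicle and 100% = uninduced wells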
M. tuberculosis = growth inhibition of non-replicating M. tuberculosis (AID 488890); Mycobacterium tuberculosis non-replicating, growth inhibition; higher % means a stronger effect; inhibition, % at 25 µM; hits with a dose series show IC50 in µM; 320,000 compounds, 0.39% hits; in the data active = a potency from the dose series; inconclusive = inhibition mostly from about 82% at the one dose, without a potency; inactive = the rest, 99 in 100 with inhibition below about 76%;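 note: plate controls were DMSO cells for no effect and high antibiotic wells for full effect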
inhibitors of VEEV 10K pilot screen = also measured in inhibitors of VEEV; calls as there; inhibition, %; measured here: 10K pilot screen inhibition
Active calls of the source: *; i = inactive; ? = inconclusive; . = no result given; & = joins results of further samples.

SMILES	influenza NS1A	M. tuberculosis HTS	inhibitors of VEEV	PhoP GFP inhibition	M. tuberculosis	others
CNc1cc(N2CCN(S(=O)(=O)N(C)C)CC2)ccc1[N+](=O)[O-]	7%	-8%	0.8%	1%	3%
COc1ccc(-c2cc(-c3ccc(Cl)cc3)c(C#N)c(SCC(=O)O)n2)cc1	-4%	4%	i	-11%	31%
NC(=O)CC(NC(=O)Cc1cccc2ccccc12)c1ccc(NCCOc2ccccc2)c([N+](=O)[O-])c1 (stereo not drawn)	11%	-1%	i	15%	10%
COc1cccc(C(C)NC(=O)C2CCCO2)c1 (stereo not drawn)	-10%	-6%	0.5%	-11%	-7%
CCc1ccc(-c2cnc3ccccc3n2)cc1NC(=O)CNC(=O)c1ccccc1	6%	6%	0.6%	-35%	-6%
C/C(N)=C(/C#N)C(=O)COC(=O)CSc1ccccc1	3%	9%	1.1%	-1%	34%
O=C(CCN1C(=O)[C@H]2CC=CC[C@H]2C1=O)NCc1nc(-c2ccc(Cl)cc2)no1	1%	-7%	1.2%	-3%	-18%
O=C(CNS(=O)(=O)c1ccc(Cl)cc1)N/N=C/c1ccco1	1%	-3%	i	3%	0%
O=C(O)CSC1CC(=O)N(c2ccc(Cl)c(Cl)c2)C1=O (stereo not drawn)	-3%	-7%	0.2%	-7%	33%
O=C(COc1cccc(Br)c1)N/N=C/C(=O)c1ccccc1	-5%	?	2.4%	0%	36%
CCCn1c(N)c(C(=O)CN2CCN(S(=O)(=O)c3cccc(Cl)c3)CC2)c(=O)[nH]c1=O	-4%	7%	0.8%	.	21%
COc1ccc(S(=O)(=O)N2CCSC2c2ccc(N)cc2)cc1 (stereo not drawn)	0%	-6%	0.4%	10%	3%
CCNS(=O)(=O)c1ccc(NC(=O)Nc2cc(C)ccc2OC)cc1	18%	-2%	2.6%	-3%	0%
CCC1CCCCN1C(=O)c1sc2ncnc(N(CC)CC)c2c1C (stereo not drawn)	6%	4%	4.3%	-8%	19%
Cc1ccc(S(=O)(=O)Nc2cccc(C(=O)NCC(C)(C)N3CCOCC3)c2)cc1F	-14%	2%	0.9%	-3%	6%
O=C1CC(c2ccccc2)Cc2nc3ncnn3cc21 (stereo not drawn)	-7%	-9%	0.1%	-5%	-15%
CCn1c(SCC(=O)N2CCCC2)nc2ccccc21	-6%	8%	3.9%	-14%	13%
CCOc1ccc(Nc2nc(N)nc(CN3CCN(c4ccccc4F)CC3)n2)cc1	4%	?	6.7%	2%	77%
Cc1cc(S(=O)(=O)NC2CCCCC2)ccc1OCC(=O)NCc1ccccn1	-17%	-1%	i	-5%	33%
C/C(=C\C(=O)c1ccccc1)Nc1ccc(Br)c(Cl)c1	-3%	-11%	1.7%	-20%	?
CCn1c(C(C)NC(=O)c2ccccc2C)n[nH]c1=S (stereo not drawn)	2%	6%	i	2%	-6%
CCOC(=O)C1=C(C)Nc2nnnn2C1c1ccc(OC)c(Br)c1 (stereo not drawn)	-2%	1%	4.5%	7%	6%
CC(C)CCOc1ccc(C2(C)NC(=O)N(CN3CCOCC3)C2=O)cc1 (stereo not drawn)	-6%	-1%	0.7%	-19%	-6%
O=C1CC(N2CCC(c3nc4ccccc4s3)CC2)C(=O)N1Cc1ccccc1 (stereo not drawn)	0%	-4%	2.4%	6%	?
O=S(=O)(NCCc1csc(-c2cccnc2)n1)c1ccc(Cl)s1	6%	-5%	6.7%	-4%	43%
CCCCN(CC)CCCNC(=O)c1cc2c(-c3ccc(OC)c(OC)c3)nn(C)c2s1	1%	-11%	7.6%	-1%	.
C/C(CC(=O)Nc1ccc(OCc2ccccc2)cc1)=N\NC(=O)C(=O)Nc1ccc(C)c(Cl)c1	-4%	?	4.3%	5%	25%
O=c1[nH]c(=S)[nH]c(O)c1N=Nc1ccc2c(c1)OCO2	-4%	?	0.4%	-4%	10%
CSc1cccc(NC(=S)N2CCC(N(C)C3CCCC3)CC2)c1	-4%	6%	i	15%	13%
Cc1nc2ccccc2n1C(=O)N(C)C	-1%	-1%	0.1%	-8%	-8%
Cc1cccc(/C=N/N2CCN(c3ccccc3)CC2)c1	1%	.	0.3%	0%	28%
O=C(c1ccc(S(=O)(=O)N2CCCC2)cc1)N1CCN(S(=O)(=O)c2cccc(F)c2)CC1	-9%	.	1.2%	.	.
Cc1sc2nc3ccc(N4CCCCC4)nn3c(=O)c2c1C	-18%	-12%	3.5%	-7%	15%
C/C=C/C(=O)OCC(=O)Nc1ccccc1Br	-2%	-7%	0.8%	9%	-17%
COc1ccccc1OCc1cc(C(=O)N2CCN(C)C(c3ccccc3)C2)no1 (stereo not drawn)	-1%	3%	8.1%	-7%	53%
Cc1cc(=O)oc2c3c(cc(OCC(=O)N4CCC[C@H]4C(=O)O)c12)OC(C)(C)CC3	-2%	4%	0.7%	10%	-4%
Cc1ccc(S(=O)(=O)NNC(=O)C(O)(c2ccccc2C)c2ccccc2C)cc1	1%	2%	1.5%	-7%	13%
Cc1ccc(CNC(=O)c2ccc(NS(=O)(=O)c3cccs3)cc2)cc1	5%	-5%	2.7%	-3%	15%
Brc1ccc(OCc2ccccc2)c(CNCc2ccncc2)c1	16%	35%	i	5%	26%
CCc1ccc(S(=O)(=O)NCCOc2cccc3cccnc23)cc1	-1%	5%	1.3%	-4%	4%
CCCN(CC1CC1)C(=S)Nc1ccccc1F	-9%	-1%	i	6%	-21%
CN1CCN(S(=O)(=O)c2ccc(Sc3nnc(-c4cccs4)n3-c3ccccc3)nc2)CC1	-1%	1%	6.9%	11%	11%
CCOc1ccc(C(C)=O)cc1CSc1nc(C)cc(C)n1	-3%	2%	2.1%	16%	22%
COc1ccccc1CN(C)CC(=O)Nc1ccc(Cl)cc1C(F)(F)F	-5%	9%	i	-3%	17%
Cc1ccc(C(=O)Nc2cccc(-c3ccc(N4CCOCC4)nn3)c2)cc1	8%	26%	7.0%	-4%	9%
Cc1ccc(C(=O)NCC2CCCO2)cc1N1CCCC1=O (stereo not drawn)	0%	-10%	0.7%	10%	3%
CC(C)C(=O)NC(=S)Nc1ccc(S(=O)(=O)N(C)C)cc1	4%	4%	2.2%	-11%	-13%
CCCn1c(N2CCN(CC(=O)Nc3ccc4c(c3)OCCO4)CC2)nc2ccccc21	9%	-1%	4.2%	-8%&-1%	29%
COc1ccc(OC)c(C(c2c(O)c3ccccc3oc2=O)c2c(C)n(C)n(-c3ccccc3)c2=O)c1 (stereo not drawn)	12%	0%	1.9%	5%	6%
Cc1cccc(NC(=S)NN(Cc2ccccc2)c2ccccc2)c1C	3%	-11%	1.2%	-10%	75%
Cc1ccc(C(=O)N2CCN(c3ccc(C(F)(F)F)cn3)CC2)cc1	-3%	-8%	i	-3%	9%
CCCc1cc(C(=O)NNC(=S)NCC2CCCO2)cs1 (stereo not drawn)	-7%	-1%	1.3%	-3%	-8%
COC(=O)c1sc(-c2ccccc2)cc1NC(=O)c1ccccc1	-6%	13%	1.1%	-1%	14%
NS(=O)(=O)c1ccc(CCNC(=O)c2ccc3c(c2)OCCO3)cc1	4%	9%	1.5%	11%	-8%	inhibitors of VEEV 10K pilot screen=0.3
COC(=O)c1sccc1NC(=S)Nc1ccc(OC)cc1	-1%	-8%	i	-4%	1%
CC(=O)Nc1ccc(NC(=O)C2CCCN(C(=O)c3ccc(Cl)cc3)C2)cc1 (stereo not drawn)	4%	2%	0.0%	11%	3%
O=C1c2ccccc2S(=O)(=O)N1CCOc1ccccc1	-6%	-19%	i	14%	6%
CC1CCN(S(=O)(=O)c2cccc(C(=O)NCc3cccs3)c2)CC1	-10%	8%	i	0%	7%
COc1ccc(C(=O)NC(C)c2csc(C)n2)cc1OC1CCN(C(C)=O)CC1 (stereo not drawn)	-2%	-6%	2.9%	-1%	3%
CCN(CC)CCCNC(=O)CSc1c2c(nc3cc(Cl)ccc13)CCCC2	-9%	-4%	4.0%	-1%	23%
New compounds follow
SMILES	influenza NS1A	M. tuberculosis HTS	inhibitors of VEEV	PhoP GFP inhibition	M. tuberculosis	others
O=C(COC(=O)c1cc(S(=O)(=O)N2CCCC2)ccc1O)NCc1ccccc1	-3%	.	2.0%	.	.
COc1c(C=C2C(=O)NC(=O)NC2=O)c(CCN(C)C(=O)c2ccccc2)cc2c1OCO2	-4%	0%	0.1%	14%	-9%
Cc1cc(NC(=O)CCCN2C(=O)c3cccc4cccc(c34)C2=O)no1	5%	-9%	0.5%	10%	-1%
CC(C)N1C(=O)C(Cc2nc3ccccc3c(=O)n2-c2ccccc2)c2ccccc21 (stereo not drawn)	8%	-3%	7.0%	-1%	42%
COC(=O)CC1C(=O)NCCN1C(=S)Nc1cccc(C(F)(F)F)c1 (stereo not drawn)	1%	0%	2.4%	-4%	16%
N#Cc1ccccc1S(=O)c1ccccc1C(=O)Nc1ccccc1 (stereo not drawn)	-14%	-3%	i	-1%	6%	inhibitors of VEEV 10K pilot screen=0.1
COCCOC1CCN(C(=O)C2CCC(=O)N(CCc3ccccc3)C2)CC1 (stereo not drawn)	-10%	-4%	0.1%	-1%	-7%
S=c1[nH]nc(-c2ccc(Cl)cc2)n1/N=C/c1ccco1	-19%	6%	3.0%	-7%	20%
COc1cc(C(=O)NCC(=O)NC(C)CCc2ccccc2)cc(OC)c1OC (stereo not drawn)	-10%	5%	1.5%	-12%	3%
COc1ccc(OCCOC(=O)c2[nH]c(C)c(C(C)=O)c2C)cc1	-6%	11%	0.2%	9%	76%
CC(CCc1ccccc1)NC(=O)c1ccc(NC(=O)c2ccccc2)cc1 (stereo not drawn)	-6%	-2%	1.6%	0%	-6%
O=C(Nc1ccc(-c2nc3ccccc3[nH]2)cc1)c1ccc2c(c1)OCO2	1%	2%	11%	9%	7%

The last five records of the section before lead into the next.
SMILES	influenza NS1A	M. tuberculosis HTS	inhibitors of VEEV	PhoP GFP inhibition	M. tuberculosis	others
S=c1[nH]nc(-c2ccc(Cl)cc2)n1/N=C/c1ccco1	-19%	6%	3.0%	-7%	20%
COc1cc(C(=O)NCC(=O)NC(C)CCc2ccccc2)cc(OC)c1OC (stereo not drawn)	-10%	5%	1.5%	-12%	3%
COc1ccc(OCCOC(=O)c2[nH]c(C)c(C(C)=O)c2C)cc1	-6%	11%	0.2%	9%	76%
CC(CCc1ccccc1)NC(=O)c1ccc(NC(=O)c2ccccc2)cc1 (stereo not drawn)	-6%	-2%	1.6%	0%	-6%
O=C(Nc1ccc(-c2nc3ccccc3[nH]2)cc1)c1ccc2c(c1)OCO2	1%	2%	11%	9%	7%
CC(C)n1c(N2CCN(C(=O)c3cccs3)CC2)nc2ccccc21	5%	-3%	3.5%	-11%	14%
COc1ccc(OCc2cc(-c3ccc(Cl)cc3)no2)cc1	2%	6%	0.2%	-1%	28%
CCOc1ccc(C(=O)Nc2c3c(nn2-c2cccc(C)c2C)CS(=O)C3)cc1 (stereo not drawn)	36%	-7%	0.3%	3%	.
COc1cccc2c1OC1(C)CC2NC(=O)N1c1cccc(C(=O)Nc2ccc3c(c2)OCCO3)c1 (stereo not drawn)	-4%	-5%	11%	6%	11%
CCOC(=O)c1oc2cc(OCC(=O)OC)ccc2c(=O)c1-c1ccc(OC)c(OC)c1	9%	?	0.9%	-14%	?
COc1cccc(-c2sc3ccc(OC)cc3c2-c2ccc(OC)cc2F)c1	1%	0%	0.6%	.	-8%
CCOC(=O)c1c(C)[nH]c(C(=O)N2CCc3cc(OC)c(OC)cc3C2)c1C	8%	18%	8.8%	11%	4%
COc1ccccc1C1=CC(=O)CC(C)(C)C1=O	-3%	15%	i	.	-1%
COC(=O)C1=C(C)N(C)C(=O)NC1c1ccccc1 (stereo not drawn)	-4%	1%	0.1%	-4%	-7%
CCn1c(CNC(=O)COc2c(C)cccc2C)nnc1SCC(=O)Nc1nccs1	0%	-4%	3.0%	1%	-4%
CCN(CCn1cccn1)Cc1cn[nH]c1-c1ccc(OC)cc1F	-3%	-5%	0.2%	0%	13%
CC1CCCN(S(=O)(=O)c2ccc(NC(=O)C3CC(=O)N(c4ccccc4)C3)cc2)C1 (stereo not drawn)	-1%	-1%	5.0%	0%	5%

3 compounds from above, sorted by molecular weight, descending:
SMILES	influenza NS1A	M. tuberculosis HTS	inhibitors of VEEV	PhoP GFP inhibition	M. tuberculosis	others
CC1CCCN(S(=O)(=O)c2ccc(NC(=O)C3CC(=O)N(c4ccccc4)C3)cc2)C1 (stereo not drawn)	-1%	-1%	5.0%	0%	5%
CCOc1ccc(C(=O)Nc2c3c(nn2-c2cccc(C)c2C)CS(=O)C3)cc1 (stereo not drawn)	36%	-7%	0.3%	3%	.
CC(C)n1c(N2CCN(C(=O)c3cccs3)CC2)nc2ccccc21	5%	-3%	3.5%	-11%	14%

Compounds were not picked by outcome; any-hit rate near 1.6%.
